ssDAF12 agonist: activates DAF-12 receptor from parasite S. stercoralis; HEK293 ssDAF-12/GRIP1 lit1-tk-luc reporter, luminescence; % of 3 µM dafachronic acid response; activation, % at 6.8 µM; 370,000 tested, 1% active;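 active = activation above the mean over all tested compounds plus 3 SD, cut at about 0.9% in these data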;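 also: 0% = DMSO-only wells and 100% = 3 µM delta7-dafachronic acid wells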
DAX1 inh-1: inhibitors of human orphan nuclear receptor DAX1 (NR0B1). AID 504766. inhibition, % at 6.75 µM. HEK293 Gal4-DAX1 luciferase reporter, luminescence. 340,000 tested, 0.99% active;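 active = inhibition above the mean over all tested compounds plus 3 SD, cut at about 4.2% in these data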;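 also: 0% = DAX1-transfected cells with DMSO and 100% = empty-vector control cells with DMSO; inhibition shows as a rise in luminescence from relieved DAX1 repression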
proKLK7 act: proKLK7 (human) activation, primary screen. P49862. purified proKLK7, EDANS-DABCYL substrate fluorescence; 100% is mature enzyme control, 0% vehicle. activation, % at 7 µM. 370,000 tested, 0.9% active;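 active = activation above the mean of all tested compounds plus 3 SD, computed per campaign excluding outliers beyond control limits, cut at about 13% in these data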
DAX1 inh-2: blocks DAX1 repression of SF-1 activated StAR promoter | 370,000 tested, 1.1% active | HEK293T StAR-luciferase reporter, SF-1/DAX-1 repression relief | inhibition, % at 6.8 µM | AID 652010;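 active = inhibition above the mean over all tested compounds plus 3 SD, cut at about 3.6% in these data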;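 also: 0% = DAX-1 cells with DMSO and 100% = cells lacking DAX-1 with DMSO; higher inhibition means more luminescence from relief of DAX-1 repression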
hgDAF12 agonist: activates the H. glycines DAF-12 receptor ligand-binding domain; HEK293 GAL4-hgDAF12 UAS-luciferase reporter, agonist luminescence; normalized to butyrate control; 370,000 tested, 1.8% active; activation, % at 6.8 µM;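 active = activation above a cutoff set at the mean of all screened compounds plus 3 SD, cut at about 10% in these data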;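 also: 0% = DMSO wells and 100% = sodium butyrate wells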
FXN GAA850 act: increases GAA850 frataxin promoter reporter activity. HEK293 lucGAA850 FXN promoter luciferase reporter, 24 h; percent of 10 µM SAHA response. activation, % at 6 µM. 360,000 tested, 0.56% active;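 active = activation above the average of all compounds screened plus 3 SD, cutoff fixed separately per campaign, cut at about 7.5% in these data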;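 also: 0% = DMSO wells and 100% = 10 µM SAHA wells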
hcDAF-12 act: H. contortus DAF-12 activation, primary screen; HEK293 hcDAF-12 lit1-tk-luc reporter, luminescence; 0% DMSO, 100% Δ7-dafachronic acid; 370,000 tested, 1.4% active; AID 652067; activation, % at 6.8 µM;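 active = activation above the mean of all tested compounds plus 3 SD, cut at about 5.5% in these data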;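 also: 100% = response to 3 µM Δ7-dafachronic acid high control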
SMARCA2 activ: activators of SMARCA2 function; MG213 cells, MMTV-luciferase reporter, dexamethasone, overnight; activation, % at 9.1 µM; 370,000 tested, 1% active; AID 652017; in the data active = activation above about 7.8%;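 also: 0% = vehicle wells and 100% = reference activator wells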
GC-A act: GC-A (human) enzyme activation | P16066 | AID 1671463 | 370,000 tested, 0.14% active | activation, % at 10 µM | HEK293 GC-A cells, cGMP TR-FRET, EC30 ANP; 0% at EC30 ANP, 100% saturating ANP; in the data active = activation above about 40%
GC-B act: GC-B (human) receptor activation. activation, % at 10 µM. 370,000 tested, 0.11% active. HEK293-GC-B cells, CNP EC30, cGMP TR-FRET; 0% at EC30 CNP, 100% saturating CNP;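 active = activation at 10 µM reaching about 35% in either raw or pattern-adjusted values, limit read from the data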
Target sequence (P20594 whole entry, looked up): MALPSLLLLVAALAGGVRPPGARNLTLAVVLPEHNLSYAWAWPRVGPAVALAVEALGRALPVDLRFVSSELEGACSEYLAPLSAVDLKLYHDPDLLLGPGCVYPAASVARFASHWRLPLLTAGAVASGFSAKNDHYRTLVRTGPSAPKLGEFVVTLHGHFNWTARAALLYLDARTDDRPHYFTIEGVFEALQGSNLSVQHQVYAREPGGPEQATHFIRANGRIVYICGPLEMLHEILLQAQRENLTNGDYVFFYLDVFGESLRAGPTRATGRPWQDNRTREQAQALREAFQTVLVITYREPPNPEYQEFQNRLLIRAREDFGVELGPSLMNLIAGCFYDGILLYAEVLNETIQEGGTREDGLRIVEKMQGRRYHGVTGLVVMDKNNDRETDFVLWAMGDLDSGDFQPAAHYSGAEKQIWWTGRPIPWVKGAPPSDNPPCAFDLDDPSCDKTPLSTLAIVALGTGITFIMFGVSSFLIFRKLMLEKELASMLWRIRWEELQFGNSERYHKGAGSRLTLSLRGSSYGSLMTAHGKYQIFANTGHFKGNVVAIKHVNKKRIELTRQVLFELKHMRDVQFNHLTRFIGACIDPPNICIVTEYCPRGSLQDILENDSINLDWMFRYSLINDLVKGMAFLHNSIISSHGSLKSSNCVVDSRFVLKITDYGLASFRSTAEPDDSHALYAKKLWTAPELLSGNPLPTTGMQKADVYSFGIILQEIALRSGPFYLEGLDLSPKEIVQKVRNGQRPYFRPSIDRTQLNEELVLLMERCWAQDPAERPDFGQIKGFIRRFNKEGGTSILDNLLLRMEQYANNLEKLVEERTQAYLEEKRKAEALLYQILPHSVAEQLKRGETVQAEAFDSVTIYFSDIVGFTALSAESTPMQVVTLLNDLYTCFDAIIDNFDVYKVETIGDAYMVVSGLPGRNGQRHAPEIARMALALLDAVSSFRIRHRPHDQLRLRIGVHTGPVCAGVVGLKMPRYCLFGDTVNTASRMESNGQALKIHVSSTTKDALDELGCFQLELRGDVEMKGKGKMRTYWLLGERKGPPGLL
HGIII-sPLA2 inh: Blocks human group III sPLA2 activity. QFRET BODIPY PC-A2 liposome hydrolysis, fluorescence. 370,000 tested, 0.56% active. Q9NZ20. inhibition, % at 12.2 µM;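 active = inhibition above mean plus 3 SD of compounds lying within the high and low control bounds, cut at about 19% in these data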;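 also: 0% = median of test compound wells and 100% = no enzyme DMSO wells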
Starred values were filed as active, the others as inactive; x = no result given.

SMILES	ssDAF12 agonist	DAX1 inh-1	proKLK7 act	DAX1 inh-2	hgDAF12 agonist	FXN GAA850 act	hcDAF-12 act	SMARCA2 activ	GC-A act	GC-B act	HGIII-sPLA2 inh
CC(c1ccccc1)n1c(-c2ccncc2)n[nH]c1=S (stereo unspecified)	-0.9	0.1	-0.6	0.4	1.0	-1.0	-0.1	1.3	1.2	2.7	5.8
COc1ccc(C(CNC(=O)C(=O)Nc2ccc3c(c2)OCCO3)N2CCN(C)CC2)cc1 (stereo unspecified)	-1.0	-0.8	-0.2	1.2	0.2	-1.1	0.3	0.2	0.4	0.6	-8.4
CCCN1C(=O)S/C(=C/c2ccc(N3CCOCC3)o2)C1=O	-1.6	0.9	1.1	-0.6	-2.5	5.8	0.0	0.7	5.1	0.4	-4.3
CCn1c(SCC(=O)NNC(=O)Cc2ccccc2)nnc1-c1ccccc1	-0.8	-0.1	0.7	-1.1	1.2	2.5	-0.6	-0.3	-2.9	-5.1	-1.3
CCNc1nc(NCC)n2c(SCC(=O)c3ccccc3F)nnc2n1	-1.1	0.7	0.1	0.3	0.2	1.7	-0.1	-3.1	-2.0	0.4	-12.5
C=CCN1C(=O)c2ccc(C(=O)NCCc3ccc(F)cc3)cc2C1=O	-0.2	-0.4	-0.5	-1.1	0.0	1.4	2.7	1.4	3.2	-3.5	1.4
CNCc1ccccc1Sc1ccc(O)c(O)c1	-0.6	0.0	-0.5	-0.7	-1.5	6.5	-0.4	-0.3	1.9	1.6	3.8
COC(=O)c1c(NC2=NS(=O)(=O)c3ccccc32)sc2c1CCC(C(C)(C)C)C2 (stereo unspecified)	-1.3	2.2	1.0	0.1	-0.2	2.3	-1.4	-3.0	-2.9	1.5	3.3
Cn1ccnc1SCC(=O)c1cccc(C(F)(F)F)c1	-0.4	2.6	0.0	1.0	3.4	3.4	1.5	1.7	-0.8	0.3	-11.9
CC(=O)c1cccc(CN2CCN(CC=C(C)C)C(CCO)C2)c1 (stereo unspecified)	-0.7	0.5	-0.5	0.2	-1.4	0.2	0.3	-2.3	2.3	1.2	11.8
N=c1c2c(ncn1CCCO)Oc1c(ccc3ccccc13)C2c1ccccc1 (stereo unspecified)	-1.5	-0.5	-0.1	-0.4	-0.7	0.3	-2.7	-5.9	-25.9	-16.1	-9.5
Cc1[nH]c(=O)[nH]c(=O)c1/C=N/NC(=O)[C@H](C)NC(=O)OC(C)(C)C	-1.3	0.8	0.0	0.6	0.5	1.1	-0.6	0.4	12.4	5.8	13.9
Cc1ccc(-n2nnnc2SCc2ccc(C(=O)O)cc2)cc1C	-0.6	-0.4	-0.1	-0.1	-1.6	1.6	-0.6	-2.1	0.5	-5.3	-8.6
CC1(c2nnc(Cc3ccccc3)o2)CC(c2c(Cl)cccc2Cl)=NO1 (stereo unspecified)	-1.6	0.6	0.0	-0.1	-3.6	1.7	-2.0	2.0	0.3	1.1	-0.8
O=S(=O)(NN=C1CCCCCCC1)c1ccc(Br)cc1	-1.1	-0.3	-0.3	-0.2	1.3	-0.3	1.1	0.1	1.0	2.2	1.8
Cc1ccc(-n2c(C)nn(Cc3ccc([N+](=O)[O-])cc3)c2=O)cc1	-1.7	-0.1	0.1	-0.4	1.4	-0.2	-0.4	-0.4	0.1	-0.7	-2.4
CC1CCN(C(=O)c2cc(-c3ccc(Cl)c(Cl)c3)on2)CC1	-0.5	-0.3	-0.5	0.3	0.4	3.3	-0.3	-1.8	4.8	3.6	2.3
CCc1nc(SCC(=O)NCC2CCCO2)c2oc3ccccc3c2n1 (stereo unspecified)	-1.5	0.7	0.7	-1.0	-1.9	2.4	-0.8	-3.1	1.8	3.2	-1.1
O=C(c1ccc2c(c1)N(Cc1ccccc1)C(=O)CS2)N1CCOCC1	-1.6	0.6	-0.2	-0.7	0.7	0.9	-1.1	-2.5	-1.1	6.0	2.2
C=C1CCN([C@H](C(=O)Nc2ccc(OC)cc2)C(C)C)S(=O)(=O)c2ccccc21	-1.4	1.7	-0.1	0.5	-0.3	9.5*	0.8	0.3	1.0	4.2	-2.3

Continued; the last 2 above are carried over.
SMILES	ssDAF12 agonist	DAX1 inh-1	proKLK7 act	DAX1 inh-2	hgDAF12 agonist	FXN GAA850 act	hcDAF-12 act	SMARCA2 activ	GC-A act	GC-B act	HGIII-sPLA2 inh
O=C(c1ccc2c(c1)N(Cc1ccccc1)C(=O)CS2)N1CCOCC1	-1.6	0.6	-0.2	-0.7	0.7	0.9	-1.1	-2.5	-1.1	6.0	2.2
C=C1CCN([C@H](C(=O)Nc2ccc(OC)cc2)C(C)C)S(=O)(=O)c2ccccc21	-1.4	1.7	-0.1	0.5	-0.3	9.5*	0.8	0.3	1.0	4.2	-2.3
CCOC(=O)c1c(C)[nH]c(C(=O)C(C)OC(=O)c2cccc(OCc3c(C)noc3C)c2)c1C (stereo unspecified)	-2.5	-0.5	-0.4	-2.7	-7.5	-1.4	-4.0	-2.6	-4.1	4.8	-40.1
COc1cccc(CNC(=S)NC2CCCC2)c1	-1.5	0.6	0.2	0.1	4.7	1.6	0.1	-1.6	0.2	0.9	18.5
COc1ccccc1NC(=O)CNC(=O)c1ccccc1C	-1.0	-0.3	0.1	-0.5	-1.9	-0.8	-0.2	1.3	-0.4	-2.6	0.5
CS(=O)(=O)N(CC(=O)N/N=C/c1ccccn1)c1ccc(Oc2ccccc2)cc1	-0.8	0.6	0.4	-0.1	2.6	0.1	-0.5	1.1	-4.0	2.9	-13.9
CNC(=O)c1c(NC(=O)c2ccc(N3C(=O)CCC3=O)cc2)sc2c1CCCC2	-1.4	0.8	4.8	-0.6	0.5	-2.0	-2.1	-3.0	5.9	8.7	-4.9
CCOP(=O)(OCC)C(Nc1cccc([N+](=O)[O-])c1)c1ccc(OC)cc1 (stereo unspecified)	-1.7	x	0.2	-0.3	0.6	1.3	-2.7	3.5	-14.4	-13.7	-4.2
Cc1cc(C)n(-c2ccc(NC(=O)C3CCCCN3C(=O)c3cccs3)cc2)n1 (stereo unspecified)	-1.0	-0.2	0.1	-1.1	0.3	-0.6	-2.4	0.9	-0.3	7.6	-3.8
CC(=O)c1cccc(N(CC(=O)NC2CCCC2)C(=O)c2ccc(C)s2)c1	-1.1	-1.2	0.9	-0.1	-0.3	1.4	-0.8	-3.9	0.5	-3.3	-0.4
COc1ccc(C(=O)Nc2ccc3[nH]ccc3c2)cc1	2.5*	-7.2	-0.4	2.6	15.6*	0.9	9.5*	4.8	0.4	3.4	-4.2
Cc1nnc(Sc2c(-c3ccccc3)c3ccc(Cl)cc3[nH]c2=O)s1	-1.5	2.6	-0.1	0.8	-4.4	4.9	-2.5	1.4	-15.6	-7.5	-2.8
O=[N+]([O-])c1ccc2c(c1)CCN2	-0.9	-0.6	0.0	-0.6	0.5	1.7	-0.6	0.4	-1.4	-0.4	-3.6
Cc1c([N+](=O)[O-])cc(C(=O)Oc2cccc(C(=S)N3CCOCC3)c2)cc1[N+](=O)[O-]	-1.1	-0.2	-0.1	-0.8	0.9	0.5	0.2	-3.2	-2.2	4.2	-1.5
O=C1NC2=C(C(=O)CCC2)C(c2ccccc2[N+](=O)[O-])N1 (stereo unspecified)	-1.0	-0.1	2.4	-0.1	-2.0	1.8	-0.1	-0.7	-3.0	-1.3	-5.6
CCOc1ccc(C(=O)NC(C(=O)NCCc2ccc(OC(F)F)cc2)C(C)C)cc1 (stereo unspecified)	-1.3	-1.2	-0.1	-0.1	-2.5	0.0	-0.1	-2.4	-0.4	5.1	-0.6
COC(=O)c1ccccc1SC1CC(=O)N(c2ccccc2)C1=O (stereo unspecified)	0.2	-0.2	-0.6	0.3	2.0	0.6	0.7	2.4	2.3	1.3	2.6
CCCn1c(SCC(=O)Nc2ccc(Cl)cc2)n[nH]c1=O	-1.3	1.0	0.3	-1.0	-1.7	-0.9	-2.0	-0.9	-2.5	-7.2	-2.4
CCOC(=O)c1c(NC(=O)COC(=O)c2ccc(S(=O)(=O)C(F)F)cc2)sc(C(=O)N(C)C)c1C	-1.2	-0.5	0.3	-1.7	0.7	1.3	-0.9	-1.0	22.9	17.3	3.1
CCCC(=O)N1CCCC(c2cc(C(=O)NCc3ccc(F)cc3)no2)C1 (stereo unspecified)	-1.4	x	0.2	-1.6	-0.5	1.1	-0.7	1.2	-1.5	6.0	0.7
CCOC(=O)CN1N=C(c2ccc(Cl)s2)CSC1=O	-1.3	-1.3	-0.1	-0.7	0.1	3.6	0.3	-0.5	-1.1	2.1	-2.2
O=S(=O)(Cc1ccccc1)N1CCC(N2CCN(c3ccccc3)CC2)CC1	-1.7	-0.1	0.1	0.0	-1.6	2.2	-1.9	-4.3	5.1	11.2	3.3
COc1ccc(-c2ncncc2-c2ccc(OC)c(OC)c2)c(O)c1	-1.6	1.3	-0.1	0.6	0.8	2.4	1.1	1.6	-0.2	-2.1	-9.7
O=C(NCCCN1CCOCC1)c1cc(-c2ccc(O)cc2)on1	-0.3	2.0	0.1	1.4	7.6	1.5	1.8	-2.8	0.3	-0.1	8.8
CC(C)(C)C(=O)Nc1ccc(C(=O)NNC(=O)c2ccccc2)cc1	-1.1	-0.8	-0.6	-0.7	-5.1	-0.8	-3.8	1.3	3.1	6.3	-0.4
COCCN(CC(=O)Nc1cccc(C)c1C)C(=O)c1cc(-c2ccncc2)nc2ccccc12	-1.5	-1.9	-0.2	-3.7	-0.5	-6.4	0.9	-0.3	-20.7	-8.6	-3.9
COC(=O)c1sc2nc(CN3CCN(c4cccc(C(F)(F)F)c4)CC3)[nH]c(=O)c2c1C	-0.7	-1.1	-2.4	-0.6	-0.5	-2.2	-1.1	-2.1	1.3	-9.1	4.4
O=C1N/C(=C/c2ccc(N3CCCC3)cc2)C(=O)N1c1ccccc1	-0.8	-1.1	0.0	0.8	3.2	2.5	1.9	1.2	2.2	-4.4	-5.9
O=C(c1nc2ccc(Cl)cn2c1CN1CCC[C@H]1CO)N1CCCCCCC1	-0.2	-0.6	-0.1	1.1	-0.1	1.5	2.3	0.5	-0.2	1.5	0.6
Cc1csc(OCc2ccc(C#N)cc2)n1	-1.3	1.5	-0.4	-0.1	5.0	-1.6	-0.8	-1.8	-6.2	9.3	-2.0
COc1ccc(OCC(=O)Nc2ccc3c(c2)nc(CCN2CCOCC2)n3C)cc1	-1.4	-0.5	-0.2	-0.2	-2.0	1.9	-0.4	-0.1	1.8	3.5	-5.8
CC(=O)c1cccc(NC(=O)CNC(=O)c2cc3ccccc3o2)c1	-1.5	0.1	-0.2	-0.2	-0.8	4.6	-0.4	-0.2	0.3	-2.1	4.4
CCOC(=O)c1sc(-c2ccc(F)cc2)cc1N	-1.7	-0.1	-0.2	2.9	8.7	7.3	0.0	7.4	6.5	-7.1	-7.5
CC(C)C(=O)N1CCN(c2ccccc2NC(=O)Cc2ccc(Cl)cc2)CC1	-1.6	-0.1	0.5	-1.3	0.1	-1.9	-2.1	-2.7	-1.4	-4.9	-6.3

Shown as a hit in ssDAF12 agonist (from the list above):
canonical_smiles	ssDAF12 agonist	DAX1 inh-1	proKLK7 act	DAX1 inh-2	hcDAF-12 act	SMARCA2 activ	GC-A act	GC-B act	HGIII-sPLA2 inh
COc1ccc(C(=O)Nc2ccc3[nH]ccc3c2)cc1	2.5*	-7.2	-0.4	2.6	9.5*	4.8	0.4	3.4	-4.2
